STAT1 activator: STAT1 signaling activators, primary screen, cell-based, HTS, luciferase reporter; NIH 3T3 STAT1-luciferase reporter, IFN-gamma, luminescence; 100% = IFN-gamma alone, no compound; activation (% of control), % at 5.5 µM; actives 2.6% (n = 200,000);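 active = activation above the screen-wide mean activation plus 3 SD, cut at about 130% in these data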;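 note: raw ratio to IFN-gamma control signal so 100% means no change and 0% no light; values of inactives mirror those of a sister screen read the other way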
DTT redox prof: compounds producing H2O2 with reducing agent – biochemical, NIH compound library profiling, artefact control for MLSCN library redox annotation, primary screen. AID 878, 2007. actives 0.03% (n = 200,000). activation, % at 10 µM. DTT-dependent redox cycling H2O2, phenol red/HRP absorbance; 100% = 100 µM peroxide control, 0% = buffer;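 active = activation of at least 50% relative to the plate's high and low controls in the primary single-dose screen; inactive = activation below 50%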;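 note: compound incubated with DTT at 0.8 mM final as the reducing agent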
NF-kB neuron act: activators of NF-kB expression in neurons, primary screen, cell-based, HTS; human neuronal cells, NF-kB reporter expression; stronger effect = higher value; fold change at 12.5 µM; actives 1.6% (n = 190,000); AID 1239, 2008; in the data active = fold change above about 3.3
STAT3 blocker: IL-6 driven STAT3 reporter inhibitors, primary screen, U3A cells, luciferase, luminescence, MLSCN library | inhibition, % at 5.5 µM | IL-6 STAT3-luciferase reporter; host cell line lacks STAT1 | AID 862, 2007 | actives 0.89% (n = 190,000);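 active = inhibition above the mean inhibition across all screened compounds plus 3 SD, cut at about 44% in these data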;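 note: 0% = DMSO only wells and 100% = 100 µM nifuroxazide control wells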
APP 5'UTR act: activators of APP 5'UTR luciferase reporter, primary screen, SH-SY5Y cells | SH-SY5Y APP 5'UTR luciferase reporter, luminescence; zero percent = DMSO vehicle wells | activation, % at 2 µM | actives 1% (n = 190,000) | AID 1276, 2008;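 active = activation above a set limit, based on mean plus 3 SD of controls, cut at about 140% in these data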; note: values of inactives mirror those of a sister screen read the other way
STAT1 blocker: STAT1 signaling inhibitors, primary screen, cell-based, HTS, luciferase reporter; actives 0.35% (n = 200,000); inhibition, % at 5.5 µM; NIH 3T3 STAT1-luciferase reporter, IFN-gamma, luminescence; AID 920, 2007;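 active = inhibition above a set limit, the mean inhibition across all tested compounds plus 3 SD, cut at about 34% in these data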;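 note: 0% = IFN-gamma with DMSO and 100% = IFN-gamma with 300 µM nifuroxazide; values of inactives mirror those of a sister screen read the other way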
HMGR II inh: inhibitors of E. faecalis class II HMGR, primary screen, biochemical, Enterococcus faecalis; HMG-CoA reductase (Enterococcus faecalis, mvaE); purified E. faecalis HMGR, NADPH absorbance 340 nm kinetic; inhibition, % at 10 µM; actives 0.41% (n = 190,000);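 active = inhibition above a set limit, the median over all tested compounds plus 3 SD, cut at about 9.5% in these data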;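 note: enzyme runs in reverse so mevalonate oxidation gives rising NADPH absorbance; 0% = complete reaction with DMSO and 100% = background rate lacking mevalonate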
STAT3 act: IL-6 driven STAT3 reporter potentiators, primary screen, U3A cells, luciferase, luminescence, MLSCN library | actives 0.91% (n = 190,000) | AID 871, 2007 | activation (% of control), % at 5.6 µM | IL-6 STAT3-luciferase reporter; 100% = signal with IL-6 EC80 alone;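 active = activation above the screen-wide mean of compound activation plus 3 SD, cut at about 130% in these data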;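 note: 0% = background luminescence of wells with medium and substrate only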
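Detection: reporter luminescence signal / Assay system: STAT1-lacking human U3A cells, STAT3 luciferase reporter / Incubation: compound pre-incubation 1 h before IL-6, then 6 h stimulation at 37 °C / Control set: IL-6-only high control / Read-out: % activation relative to IL-6 control / Probe or stimulus: Interleukin-6, 33 ng/mL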
TLR4-MyD88 BLA: inhibitors of TLR4-MyD88 association in cells, primary screen, cell-based, HeLa CL3-4, BLA complementation, FRET ratio. HeLa CL3-4 TLR4/MyD88 BLA complementation. inhibition, % at 8.4 µM. actives 0.18% (n = 200,000); in the data active = inhibition above about 25%;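 note: 0% = vehicle and 100% = reference inhibitor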
Target sequence (O00206 whole entry, looked up): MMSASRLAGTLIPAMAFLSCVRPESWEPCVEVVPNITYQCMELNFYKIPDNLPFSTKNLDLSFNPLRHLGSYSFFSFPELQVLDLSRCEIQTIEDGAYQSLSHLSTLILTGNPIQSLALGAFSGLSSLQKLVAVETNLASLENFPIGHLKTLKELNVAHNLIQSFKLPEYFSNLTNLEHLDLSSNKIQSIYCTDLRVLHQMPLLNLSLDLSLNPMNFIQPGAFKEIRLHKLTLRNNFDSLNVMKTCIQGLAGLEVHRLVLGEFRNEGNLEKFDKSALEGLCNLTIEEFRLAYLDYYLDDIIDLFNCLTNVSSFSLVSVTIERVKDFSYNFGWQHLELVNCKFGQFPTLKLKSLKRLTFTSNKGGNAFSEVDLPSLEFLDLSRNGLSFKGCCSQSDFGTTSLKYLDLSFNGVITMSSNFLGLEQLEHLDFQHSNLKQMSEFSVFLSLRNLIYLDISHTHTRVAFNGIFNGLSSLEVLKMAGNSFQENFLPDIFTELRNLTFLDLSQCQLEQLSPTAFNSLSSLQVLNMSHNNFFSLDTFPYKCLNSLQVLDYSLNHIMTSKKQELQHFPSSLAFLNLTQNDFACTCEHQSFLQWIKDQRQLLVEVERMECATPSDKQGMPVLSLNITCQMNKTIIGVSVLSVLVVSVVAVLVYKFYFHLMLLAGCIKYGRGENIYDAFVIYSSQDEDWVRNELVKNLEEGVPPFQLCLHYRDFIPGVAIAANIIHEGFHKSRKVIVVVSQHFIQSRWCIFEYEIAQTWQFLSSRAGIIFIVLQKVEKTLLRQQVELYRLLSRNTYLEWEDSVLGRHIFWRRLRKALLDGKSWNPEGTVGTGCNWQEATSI
Target sequence (Q99836 whole entry, looked up): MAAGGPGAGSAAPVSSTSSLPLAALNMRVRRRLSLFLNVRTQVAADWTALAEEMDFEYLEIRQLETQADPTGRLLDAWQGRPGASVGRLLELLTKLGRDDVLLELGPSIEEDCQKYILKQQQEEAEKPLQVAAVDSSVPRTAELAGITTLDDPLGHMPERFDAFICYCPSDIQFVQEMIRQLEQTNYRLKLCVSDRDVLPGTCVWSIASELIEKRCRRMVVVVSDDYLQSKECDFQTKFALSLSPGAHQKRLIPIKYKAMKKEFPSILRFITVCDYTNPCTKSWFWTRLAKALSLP
Hsp70 act: Hsp70 transcriptional activators, primary screen, cell-based, HeLa, Hsp70 promoter luciferase, luminescence, 10 µM; actives 0.04% (n = 200,000); HeLa Hsp70 promoter luciferase reporter; scaled: vehicle 0, proteasome-inhibitor control 100%; activation, % at 10 µM;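 active = activation above the mean across all tested compounds plus 3 SD, cutoff set per campaign, cut at about 5.5% in these data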;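 note: 100% = MG132 at 30 µM as the positive control and 0% = DMSO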
* marks the source's active call; other numbers are inactive results; . = no result given.

Order of values – STAT1 activator | DTT redox prof | NF-kB neuron act | STAT3 blocker | APP 5'UTR act | STAT1 blocker | HMGR II inh | STAT3 act | TLR4-MyD88 BLA | Hsp70 act
[1] O=C1CSc2ccc(C(=O)Nc3cccc(S(=O)(=O)Nc4ccc(Br)cc4)c3)cc2N1
  77.1 | -1.2 | 0.85 | 25.7 | -6.6 | 24.2 | -0.8 | 82.4 | 8.2 | 0.0
[2] O=C(CC1CCCCC1)NCC1CCCO1 (stereo not drawn)
  98.7 | 2.3 | 1.11 | 2.2 | 11.2 | 1.4 | -0.6 | 101.0 | 5.7 | -0.1
[3] O=C(O)c1cccc([N+](=O)[O-])c1C(=O)Nc1nc2ccccc2s1
  100.4 | -0.8 | 1 | 15.3 | -2.7 | -1.9 | -3.2 | 89.2 | -16.6 | 0.2
[4] CC1(C)CC(=O)C=C(NCCN2CCN(C(=O)Nc3ccc(Cl)c(Cl)c3)CC2)C1
  108.0 | 0.7 | 0.85 | 8.0 | -10.6 | -8.7 | -0.8 | 96.5 | 7.5 | -0.2
[5] CC(C)OC(=O)CSc1nnc(-c2ccccc2)n1N
  97.9 | -0.9 | 1.07 | 18.9 | 10.4 | 2.3 | -12.4 | 86.8 | -7.9 | -0.3
[6] COc1cc(/C=N/NC(=O)c2cnn3c(C)cc(-c4ccccc4)nc23)ccc1O
  103.7 | 0.8 | 0.38 | 11.2 | -9.4 | -4.1 | -3.1 | 100.0 | -5.7 | 0.0
[7] O=c1c2c3c(sc2nc2sc(CN4CCCCC4)cn12)CCCC3
  104.2 | -1.5 | 1.17 | -1.5 | 7.2 | -4.6 | -2.9 | 102.5 | -0.6 | 0.0
[8] CCOC(=O)c1cc(-c2ccccc2)n(CCC(=O)N2CCN(c3ccccc3OC)CC2)c1C
  101.9 | 1.4 | 0.47 | -9.9 | 2.1 | -2.2 | -0.1 | 112.1 | 2.5 | 0.1
[9] COC(=O)C1=C(C)NC(C)=C(C(=O)OC)C1/C=C/c1ccccc1
  93.5 | 1.8 | 1.28 | 13.1 | 15.3 | 8.9 | -1.8 | 96.2 | -2.0 | 0.8
[10] COc1cccc(/C=C/c2ccncc2)c1OC
  97.4 | -0.7 | 0.99 | 16.3 | 17.9 | 2.9 | 0.5 | 90.7 | -8.2 | -0.1
[11] Cc1onc(-c2ccccc2)c1C(=O)Nc1sc2c(c1C(N)=O)CCC2
  96.1 | -0.7 | 0.78 | 25.9 | -20.2 | 4.3 | -1.9 | 84.1 | 0.7 | -0.4
[12] O=C(Nc1ccccc1)C1CCCN(S(=O)(=O)c2ccc(-n3cnnn3)cc2)C1 (stereo not drawn)
  101.6 | 0.1 | 0.81 | 6.1 | -11.5 | -1.7 | -9.6 | 99.8 | 8.9 | -0.3
[13] Cc1nc(-c2ccccc2)sc1C(=O)CSc1ccc(Cl)cc1
  115.6 | 2.2 | 1.21 | 4.5 | -3.2 | -17.3 | -3.0 | 101.1 | -6.7 | -0.1
[14] Cc1cccc(CCNC(=O)CN(C)S(=O)(=O)c2ccc3c(c2)c(=O)n(C)c(=O)n3C)c1
  99.2 | 0.5 | 1.13 | 5.3 | -6.3 | 0.9 | 2.3 | 103.1 | -3.8 | -0.1
[15] O=C(CSCc1ccc(F)cc1)NC1CCCC1
  114.0 | 1.0 | 1.27 | 9.5 | 14.6 | -13.0 | -5.4 | 93.8 | 0.7 | 0.1
[16] COc1ccc(NC(=O)CN(C)CC(=O)Nc2ccccc2SC)cc1
  94.0 | -0.1 | 1.19 | -0.5 | -6.7 | 6.6 | 1.1 | 99.2 | 4.7 | -0.1
[17] Cc1nc2ccccc2c(=O)n1/N=C/c1ccco1
  107.9 | 0.5 | 1 | 4.5 | 4.1 | -12.2 | -3.2 | 100.2 | 9.7 | 0.0
[18] COc1ccc(OC)c(NC(=O)CNC(=O)Cn2ccc3ccccc3c2=O)c1
  100.9 | -0.7 | 0.96 | 12.5 | -1.6 | -1.0 | 3.1 | 93.9 | -8.5 | 0.2
[19] COc1ccc(/C(N)=N/OC(=O)Cc2ccc(OC)c(OC)c2)cc1
  94.4 | 1.8 | 0.88 | 29.0 | -4.1 | 6.2 | 1.8 | 84.3 | 10.4 | -0.2
[20] COc1ccc(CCN(CC(=O)NC(C)(C)C)C(=O)Cn2nnc(-c3ccc(C)o3)n2)cc1OC
  96.5 | -0.2 | 1.11 | 12.9 | -3.1 | 3.1 | -0.8 | 98.8 | 8.5 | 0.6
[21] COC(=O)CSc1nnc(CNC(=O)c2ccco2)n1-c1ccc(F)cc1
  97.0 | 0.3 | 1.16 | 17.7 | 7.2 | 3.3 | -0.9 | 93.0 | -20.2 | -0.3
[22] Cc1nc2ccc(NC(=S)N3CCN(c4ccccn4)CC3)cc2nc1C
  98.7 | 0.2 | 1.06 | 10.7 | 11.0 | 1.4 | -1.9 | 89.8 | 1.1 | -0.3
[23] Nc1nnc(CSCc2ccccc2)s1
  103.8 | 0.4 | 1.12 | 2.1 | 11.1 | -4.2 | -3.1 | 98.9 | 4.4 | -0.1
[24] COc1ccc(CC(=O)Nc2ccc3c(C)cc(=O)oc3c2)cc1OC
  90.9 | 0.6 | 0.84 | 17.4 | 7.1 | 10.2 | -0.3 | 86.9 | 8.3 | -0.2
[25] COc1ccc(OCC(O)CN2CCN(c3ccccc3)CC2)cc1 (stereo not drawn)
  97.8 | 0.0 | 1.09 | 4.5 | 3.1 | 0.6 | -2.9 | 98.1 | -5.5 | -0.3
[26] CC1CCCCN1C(=O)Cc1ccc(Cl)cc1 (stereo not drawn)
  105.2 | -0.8 | 1.21 | -7.0 | . | -5.6 | -4.5 | 108.5 | 11.9 | -0.5
[27] C/C(=N/NC(=O)c1sc(NS(=O)(=O)c2ccccc2)nc1C)c1ccccc1
  95.3 | 0.3 | 1.06 | 5.5 | 7.1 | 5.2 | -4.7 | 94.8 | 9.1 | -0.2
[28] Cc1ccc(C=Nc2cccnc2N)cc1
  107.5 | -0.4 | 1.27 | -10.4 | 33.6 | -7.8 | 3.0 | 107.1 | 3.4 | -0.2
[29] Cc1ccc(CN2CCN(CCCn3cccn3)CC2CCO)cc1 (stereo not drawn)
  95.7 | -1.2 | 0.93 | 5.9 | -7.5 | 3.2 | 3.4 | 98.7 | -0.6 | -0.3
[30] C/C(=N\OCc1ccccc1)c1c(O)cc(C(C)C)n(-c2ccccc2)c1=O
  95.4 | 0.0 | 1.26 | 4.2 | 25.3 | 5.3 | -2.2 | 96.6 | -14.7 | -0.1
[31] Cc1occc1C(=O)NC(C)C1CCCO1 (stereo not drawn)
  99.9 | 1.7 | 0.95 | -0.2 | 11.1 | 0.7 | -0.9 | 102.7 | -16.0 | -0.1
[32] O=C1CCCc2nc3c(cc21)C(O)Oc1c-3ccc2ccccc12 (stereo not drawn)
  185.7* | -0.2 | 2.24 | 18.2 | 157.4* | -94.9 | -2.3 | 93.4 | 14.9 | -0.3
[33] CC1CCCC(C)N1CC(C)(C)NS(=O)(=O)c1ccc(Cl)cc1 (stereo not drawn)
  100.9 | 1.3 | 1.09 | 3.1 | -3.8 | -0.9 | -4.1 | 96.2 | 1.0 | -0.5
[34] O=c1cc(CNc2cc(Cl)ccc2Cl)nc2sccn12
  108.3 | -0.8 | 1.12 | -1.8 | -0.1 | -6.3 | -3.6 | 99.5 | 8.5 | -0.3
[35] Cc1sc2nc(CC(=O)N3CCCC3)[nH]c(=O)c2c1C
  104.4 | -0.3 | 1.2 | 0.0 | -0.3 | -5.2 | -2.5 | 101.8 | -9.2 | -0.3
[36] COc1ccc(CN2C(=O)CC(C(=O)NCCc3ccc(S(N)(=O)=O)cc3)SC2=Nc2ccccc2)cc1 (stereo not drawn)
  96.0 | 0.0 | 1.02 | 9.1 | -17.0 | 2.3 | -12.4 | 98.2 | 1.3 | -0.1
[37] O=c1c2c(nc3cc(-c4cccc(Cl)c4)[nH]n13)CCC2
  135.0* | -2.8 | 5.44* | 5.8 | 143.1* | -38.9 | -14.3 | 98.1 | 4.3 | -0.1
[38] CC(=O)NS(=O)(=O)c1ccc(N=NN2CCCCC2)cc1
  109.8 | 1.2 | 1.17 | -3.5 | -11.3 | -11.0 | -2.7 | 100.8 | 4.3 | -0.2
[39] CCC(C)NS(=O)(=O)c1ccc(S(=O)(=O)N(CC(=O)Nc2ccccc2)Cc2ccco2)cc1 (stereo not drawn)
  97.2 | 0.1 | 0.71 | 3.2 | -4.1 | 3.0 | 2.4 | 101.1 | 8.1 | 0.0
[40] Cc1cccc(N2C(=O)CN(Cc3sccc3C)C2=S)c1
  92.2 | -0.3 | 0.88 | -6.8 | 5.3 | 8.8 | 0.6 | 106.1 | 0.4 | -0.5
[41] Cc1nc2ccc(NC(=O)N3CCCCC3)cc2nc1C
  94.7 | 0.1 | 1.01 | 4.1 | 6.3 | 2.1 | -3.4 | 98.4 | -15.3 | -0.1
[42] CC(C)Cc1ccc(C(C)C(=O)OCC(=O)c2c[nH]c3ccccc23)cc1 (stereo not drawn)
  93.2 | 0.2 | 0.85 | -14.2 | -6.8 | 9.2 | -3.6 | 113.0 | 2.1 | -0.4
[43] Clc1ccc(-n2ncc3c(NCC4CCCO4)ncnc32)cc1 (stereo not drawn)
  162.9* | 0.1 | 3.43* | 18.5 | 155.7* | -65.9 | -2.2 | 85.0 | -1.4 | -0.1
[44] O=C(CCc1ccc(O)c(O)c1)NNC(=S)NCCc1ccccc1
  103.1 | 0.1 | 0.85 | -0.4 | -4.4 | -3.5 | -6.4 | 103.8 | -3.0 | 0.0

From PubChem BioAssay
